Bioassay records: PubChem BioAssay, National Center for Advancing Translational Sciences (NCATS)
L3MBTL1 block – L3MBTL1 (human) inhibition; AlphaScreen L3MBTL1–H3K9me1 peptide binding; Potency, µM (highest dose often 57.1 µM), inactives show at the top dose activity, negative = inhibition, actives largely listed as inhibitors; hit rate 0.66% among 230,000; AID 485360; active = well fitted inhibition curve with a large enough effect; inconclusive = small, poorly fitted or top-dose-only effect; inactive = no such curve, though single readings can be large or run the other way; also: nearly all actives have a fitted effect of over 60% in size
Target sequence (Q9Y468 whole entry, looked up): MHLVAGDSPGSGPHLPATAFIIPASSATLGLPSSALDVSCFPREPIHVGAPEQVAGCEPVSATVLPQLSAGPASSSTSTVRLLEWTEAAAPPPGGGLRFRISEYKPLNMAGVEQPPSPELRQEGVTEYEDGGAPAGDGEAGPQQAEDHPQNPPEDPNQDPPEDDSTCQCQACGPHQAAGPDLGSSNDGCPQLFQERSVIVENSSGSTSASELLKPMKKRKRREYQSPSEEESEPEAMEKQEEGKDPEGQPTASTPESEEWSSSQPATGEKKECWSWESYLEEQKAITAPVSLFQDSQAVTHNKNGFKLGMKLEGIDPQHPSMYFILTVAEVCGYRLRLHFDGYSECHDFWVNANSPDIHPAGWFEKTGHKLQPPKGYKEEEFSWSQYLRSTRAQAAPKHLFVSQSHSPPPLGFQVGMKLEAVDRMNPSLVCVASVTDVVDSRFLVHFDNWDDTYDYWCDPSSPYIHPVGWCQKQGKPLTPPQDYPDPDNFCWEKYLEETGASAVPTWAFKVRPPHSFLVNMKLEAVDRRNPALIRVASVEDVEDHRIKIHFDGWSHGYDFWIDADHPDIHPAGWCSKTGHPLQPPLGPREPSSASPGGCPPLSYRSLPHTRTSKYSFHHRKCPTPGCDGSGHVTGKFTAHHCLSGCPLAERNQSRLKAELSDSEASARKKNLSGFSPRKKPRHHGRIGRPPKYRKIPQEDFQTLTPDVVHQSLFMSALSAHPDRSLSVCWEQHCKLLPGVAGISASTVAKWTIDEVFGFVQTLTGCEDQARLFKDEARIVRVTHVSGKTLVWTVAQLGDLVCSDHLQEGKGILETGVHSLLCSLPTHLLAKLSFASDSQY
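First, the protein-peptide complex forms for 30 min at room temperature (L3MBTL1 50 nM, biotinylated H3K9me1 peptide 75 nM). Next, compounds are pin-transferred and incubated 30 min. Finally, AlphaScreen beads are added and read after 30 min.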
* = called active by the depositor; ? = inconclusive; [ ] = remark or other dose. % is scaled to controls: 0 for no effect and ±100 for the full control effect; potency is read from the fitted curve at half-maximal effect. The list is partial (hit frequency here may not be typical).

| compound | L3MBTL1 block |
| --- | --- |
| Cc1nc(SCC(=O)NNC(=O)c2ccc(F)cc2)c2ccccc2n1 | 16% |
| COCCN(CC(=O)Nc1cccc(C)c1C)C(=O)c1ccc(S(=O)(=O)N2CCOCC2)cc1 | 2% |
| CCOC(=O)C1CCN(C(=O)COC(=O)/C=C/c2ccccc2)CC1 | 38%[activator] |
| c1ccc(C[C@H]2CN=C(Nc3ccccc3)N2CCCC2CCCCC2)cc1 | 5% |
| CCN(CC)S(=O)(=O)c1cc(NC(=O)C2CCN(c3ncnc4sc(C)c(C)c34)CC2)ccc1Cl | -4% |
| O=C(C1CC(=O)N(c2ccc(Cl)cc2)C1)N1CCC(c2nc3ccccc3[nH]2)CC1 (stereo not drawn) | -4% |
| Cc1cc(NC(=O)COC(=O)C2CSC3(C)CCC(=O)N23)ccc1Br (stereo not drawn) | 5% |
| CC1CCc2sc(C(=O)N3CCC(C(N)=O)CC3)cc2C1 (stereo not drawn) | -1% |
| COc1ccc([N+](=O)[O-])cc1NC(=O)C(C)OC(=O)C1CCC1 (stereo not drawn) | 0% |
| O=C(CN1C(=O)NC2(CCCC2)C1=O)Nc1nc(-c2ccccc2)cs1 | -8% |
| C=CC[C@H](CC(=O)OC(C)(C)C)C(=O)OC[C@H]1CCCN1C(=O)[C@@H](CC=C)CC(=O)N(CCO)Cc1ccccc1 | -4% |
| NC(=O)NCC(c1ccccc1)C1CCCCC1 (stereo not drawn) | 3% |
| CCOc1ccc(NC(=O)C2C(c3ccccc3)C2(Cl)Cl)cc1 (stereo not drawn) | 11% |
| COc1ccc(-c2sc3ccc(N4CCOCC4)cc3c2-c2ccc(O)cc2)cc1 | 6% |
| Cc1ccc(CC(=O)NNC(=O)c2cccs2)cc1C | 3% |
| COc1cc2sc3cc(NCc4ccc5c(c4)OCO5)ccc3c(=O)c2cc1OC | -7% |
| CN(Cc1ccccc1)C(=O)c1cccnc1 | -5% |
| O=C(COc1ccccc1Cl)N1N=C(c2cccs2)CC1c1ccco1 (stereo not drawn) | -6% |
| CCC(C(=O)OC)n1cnc2c(nnn2-c2ccccc2)c1=O (stereo not drawn) | -4% |
| COc1ccc(S(=O)(=O)N2CCOCC2)cc1NC(=O)CSc1nnc(C2CC2)n1C | -2% |
| CCOC(=O)c1c(C)[nH]c(C(=O)OCC(=O)NCCc2ccc(OCC)c(OCC)c2)c1C | 1% |
| Cc1cc(NC(=O)COC(=O)CCNS(=O)(=O)c2ccccc2)n(-c2ccccc2)n1 | -6% |
| CCCCn1c(N)c(N(CCOC)C(=O)COC(=O)COc2c(C)cccc2C)c(=O)[nH]c1=O | -2% |
| COc1ccc(OC)c(S(=O)(=O)Nc2c(C)nn(C)c2C)c1 | -5% |
| CCOc1ccc(CN(C)CC(=O)Nc2ccccc2C(=O)NC2CC2)cc1 | 2% |

Other structures.
| compound | L3MBTL1 block |
| --- | --- |
| O=C(Cn1cnc2ccccc21)Nc1cccc(S(=O)(=O)N2CCCC2)c1 | -7% |
| COc1ccc(C(=O)COC(=O)CNC(=O)c2ccc(Cl)cc2Cl)c(OC)c1 | ? |
| CCN(C(=O)CSc1nnc(-c2ccco2)n1C)c1c(N)n(Cc2ccccc2)c(=O)[nH]c1=O | 0% |
| Cc1ccc(NC(=O)CN(C)C(=O)CNC(=O)c2ccc3c(c2)OCO3)cc1 | 11% |
| CCOc1ccccc1N1CC(C(=O)N(Cc2nnc(-c3ccccc3Cl)o2)C2CC2)CC1=O (stereo not drawn) | -3% |
| O=C(CCCCl)N1CCc2[nH]c3ccccc3c2C1 | -4% |
| Cc1cc(C)c(S(=O)(=O)N2CCN(C(=O)c3c(C)noc3C)CC2)c(C)c1 | -3% |
| COc1ccccc1C(=O)NCCC(=O)Nc1ccc(S(=O)(=O)N2CC(C)CC(C)C2)cc1 (stereo not drawn) | -2% |
| COc1ccc(CN2CCCCCC2)cc1 | 9% |
| COc1cccc(C(=O)NCC2(c3ccc(OC)c(OC)c3)CCCC2)c1 | 2% |
| O=C1NC(=Nc2ccccc2Cl)SC1(CO)CO | 0% |
| CCN1CCN(C(=O)CCS(=O)(=O)c2cc3c(cc2Cl)NC(=O)CO3)CC1 | -1% |
| Cc1ccc(NC(=O)C2=C(C(=O)O)CCCC2)cc1Br | 1% |
| COc1ccc(NC(=O)CN(C)C(=O)c2cc(CN3C(=O)c4ccccc4C3=O)ccc2OC)cc1 | 2% |
| CN(c1ccccc1)S(=O)(=O)c1cccc(C(=O)NNC(=O)c2ccncc2)c1 | 8% |
| O=C(c1c(F)cccc1F)N1CCCc2ccccc21 | 24%[2.29 µM] |
| CCN(C[C@H]1N[C@@](CC)(C(=O)OC)[C@H]2C(=O)N(C)C(=O)[C@@H]12)C(=O)Nc1ccc(C)cc1 | 3% |
| O=C(Cn1cnc2ccccc21)Nc1ccccc1-c1ccccc1 | 5% |
| Cc1ccc(NC(=O)CC(C)c2ccccc2)cc1S(=O)(=O)N1CCOCC1 (stereo not drawn) | 12% |
| Cc1cc(C(=O)Cn2cc([N+](=O)[O-])ccc2=O)c(C)n1CC1CCCO1 (stereo not drawn) | -1% |
| Cc1ccc(S(=O)(=O)N2CCC(C(=O)NCCCN3CCOCC3)CC2)cc1C | 15% |
| Cc1cccc(N2CCN(Cc3ccc([N+](=O)[O-])o3)CC2)c1C | -5% |
| COc1ccc(N2CCN(S(=O)(=O)CC34CCC(CC3=O)C4(C)C)CC2)cc1 (stereo not drawn) | -11% |
| COc1ccc(NC(=O)CSc2nncs2)cc1S(=O)(=O)N1CCCCC1 | 0% |
| CC(OC(=O)CCCN=C1NS(=O)(=O)c2ccccc21)C(=O)N(C)c1ccccc1 (stereo not drawn) | -1% |

More entries
| compound | L3MBTL1 block |
| --- | --- |
| COC(=O)c1ccc(COC(=O)[C@@H]2CC(O)CN2S(=O)(=O)c2ccccc2[N+](=O)[O-])cc1 (stereo partly drawn) | 6% |
| O=C(COC(=O)C1CCC1)NC(=O)c1ccccc1 | -6% |
| Cc1ccccc1OCCSc1nc2ccccc2n1CCC(=O)O | 4% |
| Nc1nc2ccccc2n1CCOc1ccc(F)cc1 | 7% |
| O=C(Cc1ccc(Br)cc1)N1CCCC1 | 1% |
| CCOC(=O)c1c(NC(=O)CN2C(=O)C(=O)N(C(C)C)C2=O)sc(C)c1CC | -7% |
| C=CCn1c(SCC(=O)Nc2ccc(OC)cc2)nc2ccccc2c1=O | 0% |
| Cc1cc(O)c(C=Nc2ccc(N3CCOCC3)cc2)c(C)c1Cl | 3% |
| CC(C)(C)OC(=O)NCc1ccc(NC(=O)c2nc[nH]c2C(=O)NCCCCCCNC(=O)c2[nH]cnc2C(=O)Nc2ccc(CNC(=O)OC(C)(C)C)cc2)cc1 | 0% |
| CCOC(=O)c1ccccc1NC(=O)COC(=O)c1cc([N+](=O)[O-])ccc1N1CCOCC1 | -6% |
| CNC(=O)c1ccc(NC(=O)CCc2c(C)noc2C)cc1 | 5% |
| Cc1ccc(NS(=O)(=O)c2ccc(Cl)c(N=Nc3c(O)[nH]c(=O)[nH]c3=O)c2)cc1Cl | -9% |
| COc1ccc(S(=O)(=O)Nc2ccc3c(c2)C(=O)N([C@H](C)CO)C[C@H](C)[C@@H](CN(C)C(=O)NC2CCCCC2)O3)cc1 | -1% |
| O=C(NC1CC1)c1cccc(NC(=O)c2cc(S(=O)(=O)N3CCOCC3)ccc2Cl)c1 | 5% |
| CCN(C(=O)CSc1nccc(=O)[nH]1)C1CCCCC1 | -2% |
| Cc1ccccc1OCc1nc2ccccc2n1C | -2%[2.29 µM] |
| COc1ccc(C(=O)COC(=O)Cn2[nH]c(=O)c3ccccc3c2=O)c(OC)c1 | -4% |
| Cc1cccc(-n2ccnc2SCC(=O)c2c(N)n(C3CC3)c(=O)[nH]c2=O)c1C | 0% |
| Cc1nc(NC(=O)COC(=O)/C=C/c2ccco2)c(Cl)cc1Cl | -15% |
| CC(=O)Nc1ccc(NC(=O)CCCc2ccccc2)cc1 | -2% |
| Cc1ccc(CNC(=O)c2ccc(N3CCC4(CC3)CC(c3ccccc3)=NO4)c(NC(=O)c3ccc(Br)cc3)c2)cc1 | 1% |
| CS(=O)(=O)c1ncc(Cl)c(C(=O)Nc2ccc(OC(F)F)cc2)n1 | -5% |
| C[C@@H](NC(=O)c1[nH]cnc1C(=O)Nc1ccccc1)c1ccccc1 | -8% |
| Cc1ccc(S(=O)(=O)N2CCN(C(=O)Cn3c(=O)cnc4ccccc43)CC2)cc1 | 10% |
| O=C(CCNS(=O)(=O)c1cccc(C(F)(F)F)c1)NCc1ccco1 | 3% |

Next section:
| compound | L3MBTL1 block |
| --- | --- |
| CCOC(=O)N1CCN(c2ccc(S(=O)(=O)N3CCOCC3)cc2[N+](=O)[O-])CC1 | 1% |
| COc1ccc(C(CNC(=O)c2cc3ccccc3o2)N2CCCC2)cc1 (stereo not drawn) | 18% |
| CC1C(=O)N2CCCc3cc(NC(=O)C(=O)NCc4cccnc4)cc1c32 (stereo not drawn) | 1% |
| C[C@H]1CN([C@@H](C)CO)C(=O)c2cc(NS(=O)(=O)c3ccc(F)cc3)ccc2O[C@H]1CN(C)S(=O)(=O)c1cn(C)cn1 | 2% |
| CSCC[C@H](NS(=O)(=O)c1ccc(C)cc1)C(=O)N1CCC(C(=O)N[C@@H](Cc2ccccc2)C(=O)O)CC1 | 3% |
| COc1ccc(N2CCN(C(=O)COC(=O)Cc3cccc(OC)c3)CC2)cc1 | ? |
| Cc1ccccc1-c1cc(C(=O)NCc2ccco2)nn1CC1CC(c2cccc([N+](=O)[O-])c2)=NO1 (stereo not drawn) | 0% |
| CN(Cc1ccccc1)C(=O)c1ccc(S(=O)(=O)N(C)c2ccccc2)cc1 | 0% |
| Cc1nc(SCC(=O)N(C)C2(C#N)CCCCC2)c2ccccc2n1 | -2% |
| CNS(=O)(=O)c1cccc(C(=O)OCC(=O)c2ccc(S(=O)(=O)N3CCCCC3)cc2)c1 | -11% |
| COc1cc2cc(Oc3ccc4ccc(=O)oc4c3)c(=O)oc2cc1O[C@@H]1O[C@H](CO)[C@@H](O)[C@H](O)[C@H]1O | 32µM* |
| Cc1c2cnn(CC(=O)NCCN3CCOCC3)c(=O)c2c(C)n1Cc1ccc(F)cc1 | 2% |
| COc1ccc(OCC(=O)Nc2ccc3c(c2)CCC3)cc1 | 1% |
| CC1(c2ccc3c(c2)OCCCO3)NC(=O)N(CC(=O)NCCc2ccccc2)C1=O (stereo not drawn) | ? |
| CC(=O)Oc1cccc(Nc2ncnc3ccccc23)c1 | -8% |
| CN(C(=O)c1ccc(NC(=O)Cc2ccc(NC(=O)C3CCN(C(=O)C4CC4)CC3)cc2)cc1)C1CC1 | -3% |
| CN(Cc1ccco1)C(=O)CN1C(=O)NC2(CCCC2)C1=O | -28% |
| CS(=O)(=O)c1ccc(-c2sc3ccccc3c2C#CCCO)cc1 | -6% |
| CC[C@H](C)[C@@H]1NC(=O)[C@H]([C@@H](C)CC)NC(=O)[C@@H](CC(C)C)NC(=O)[C@H](Cc2ccccc2)NC(=O)[C@H](Cc2ccccc2)NC(=O)[C@@H]2CCCN2C(=O)[C@@H]2CCCN2C(=O)[C@H](C(C)C)NC(=O)[C@H](CC(C)C)NC1=O | -1% |
| CCCCc1ccc(NC(=O)Cn2c(=O)c(N3CCCCC3)c(N)n(C)c2=O)cc1 | 7% |
| O=C(CCc1ccccc1)NNC(=O)c1ccccc1Cl | -1%[2.29 µM] |
| Cc1cccc(C(=O)OCC(=O)c2csc(N3CCCCC3)n2)c1[N+](=O)[O-] | -21% |
| CCOC(=O)c1ccc(NC(=O)Cn2nc(C)c3ccccc3c2=O)cc1 | -1%[2.29 µM] |
| CCCCOc1ccc(C(=O)NCC(=O)N(C)CC(=O)Nc2ccc(N3CCOCC3)cc2)cc1 | 3% |
| CCOC(=O)c1ccc(NC(=S)N2CCN(c3ccccn3)CC2)cc1 | -1% |

Retrieved by structure from the list above (two):
| compound | L3MBTL1 block |
| --- | --- |
| CN(Cc1ccco1)C(=O)CN1C(=O)NC2(CCCC2)C1=O | -28% |
| COc1ccc(C(CNC(=O)c2cc3ccccc3o2)N2CCCC2)cc1 (stereo not drawn) | 18% |

Further entries.
| compound | L3MBTL1 block |
| --- | --- |
| Cc1ccc(NC(=O)CCCN2C(=O)NC(C)(C)C2=O)cc1 | 2% |
| COc1cc2c(C#CCCCO)c(-c3ccsc3)oc(=O)c2cc1OC | 8% |
| Cc1ccc2c(cnn2C(=O)CCC(=O)NC2CCCC2)c1 | -5% |
| O=C(Cc1ccsc1)NNC(=O)c1ccccc1Cl | 5% |
| CC[C@]12c3[nH]c4ccc(OC)cc4c3CCN1C(=O)C(CC(=O)NCc1ccco1)C[C@@H]2C(=O)N1CCN(C(=O)C2CC2)CC1 (stereo partly drawn) | 3% |
| O=C(COC(=O)c1ccc(O)cc1O)NC1CCCCCC1 | 5% |

Among those listed so far, these contain a thiophene ring, fused or not.
| compound | L3MBTL1 block |
| --- | --- |
| CCN(CC)S(=O)(=O)c1cc(NC(=O)C2CCN(c3ncnc4sc(C)c(C)c34)CC2)ccc1Cl | -4% |
| CC1CCc2sc(C(=O)N3CCC(C(N)=O)CC3)cc2C1 (stereo not drawn) | -1% |
| COc1ccc(-c2sc3ccc(N4CCOCC4)cc3c2-c2ccc(O)cc2)cc1 | 6% |
| Cc1ccc(CC(=O)NNC(=O)c2cccs2)cc1C | 3% |
| O=C(COc1ccccc1Cl)N1N=C(c2cccs2)CC1c1ccco1 (stereo not drawn) | -6% |
| CCOC(=O)c1c(NC(=O)CN2C(=O)C(=O)N(C(C)C)C2=O)sc(C)c1CC | -7% |
| CS(=O)(=O)c1ccc(-c2sc3ccccc3c2C#CCCO)cc1 | -6% |
| COc1cc2c(C#CCCCO)c(-c3ccsc3)oc(=O)c2cc1OC | 8% |
| O=C(Cc1ccsc1)NNC(=O)c1ccccc1Cl | 5% |
